DAX1 inh-1 – inhibits human nuclear receptor DAX1; P51843; HEK293 Gal4-DAX1 luciferase reporter, luminescence; inhibition, % at 6.75 µM; 340,000 compounds, 0.99% hits; AID 504766;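 active = inhibition above the mean over all tested compounds plus 3 SD, cut at about 4.2% in these data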;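 also: 0% = DAX1-transfected cells with DMSO and 100% = empty-vector control cells with DMSO; inhibition shows as a rise in luminescence from relieved DAX1 repression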
ADAM17 inh – inhibitors of human ADAM17; P78536; recombinant ADAM17, EDANS/DABCYL FRET peptide cleavage; inhibition, % at 6.95 µM; 370,000 compounds, 0.83% hits;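 active = inhibition above the mean of compounds lying between control limits plus 3 SD, set per campaign, cut at about 8.5% in these data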;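 also: 0% = DMSO-only wells as the low control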
ADAM10 inh – ADAM10 inhibition, QFRET primary screen; O14672; recombinant ADAM10, EDANS/DABCYL FRET peptide cleavage, 3 h; inhibition, % at 7 µM; 370,000 compounds, 0.62% hits;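 active = inhibition above a per-campaign cutoff equal to the mean of compounds falling between control-based bounds plus 3 SD, cut at about 20% in these data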;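 also: 0% = DMSO wells while the 100% control is not disclosed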
ssDAF-12 act – S. stercoralis DAF-12 activation, primary screen | HEK293 ssDAF-12/GRIP1 lit1-tk-luc reporter, luminescence; % of 3 µM dafachronic acid response | activation, % at 6.8 µM | 370,000 compounds, 1% hits | AID 652126;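 active = activation above the mean over all tested compounds plus 3 SD, cut at about 0.9% in these data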;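 also: 0% = DMSO-only wells and 100% = 3 µM delta7-dafachronic acid wells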
DAX1 inh-2 – blocks DAX1 repression of SF-1 activated StAR promoter | AID 652010 | HEK293T StAR-luciferase reporter, SF-1/DAX-1 repression relief | 370,000 compounds, 1.1% hits | inhibition, % at 6.8 µM;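 active = inhibition above the mean over all tested compounds plus 3 SD, cut at about 3.6% in these data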;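 also: 0% = DAX-1 cells with DMSO and 100% = cells lacking DAX-1 with DMSO; higher inhibition means more luminescence from relief of DAX-1 repression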
PLCg1 inh – blocks human PLC-gamma1 enzyme activity | purified PLC-gamma1, fluorogenic substrate, fluorescence | inhibition, % at 12.2 µM | 370,000 compounds, 0.84% hits; in the data active = inhibition above about 9.5%
HGIII-sPLA2 inh – Blocks human group III sPLA2 activity; 370,000 compounds, 0.56% hits; inhibition, % at 12.2 µM; Q9NZ20; QFRET BODIPY PC-A2 liposome hydrolysis, fluorescence; AID 743126;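 active = inhibition above mean plus 3 SD of compounds lying within the high and low control bounds, cut at about 19% in these data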;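 also: 0% = median of test compound wells and 100% = no enzyme DMSO wells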
FXN GAA850 act – increases GAA850 frataxin promoter reporter activity; 360,000 compounds, 0.56% hits; AID 540364; activation, % at 6 µM; HEK293 lucGAA850 FXN promoter luciferase reporter, 24 h; percent of 10 µM SAHA response;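 active = activation above the average of all compounds screened plus 3 SD, cutoff fixed separately per campaign, cut at about 7.5% in these data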;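 also: 0% = DMSO wells and 100% = 10 µM SAHA wells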
hgDAF12 agonist – activates the H. glycines DAF-12 receptor ligand-binding domain; HEK293 GAL4-hgDAF12 UAS-luciferase reporter, agonist luminescence; normalized to butyrate control; activation, % at 6.8 µM; 370,000 compounds, 1.8% hits;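 active = activation above a cutoff set at the mean of all screened compounds plus 3 SD, cut at about 10% in these data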;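 also: 0% = DMSO wells and 100% = sodium butyrate wells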
hcDAF12 agonist – activates DAF-12 receptor from parasite H. contortus | HEK293 hcDAF-12 lit1-tk-luc reporter, luminescence; 0% DMSO, 100% Δ7-dafachronic acid | activation, % at 6.8 µM | 370,000 compounds, 1.4% hits | AID 652067;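 active = activation above the mean of all tested compounds plus 3 SD, cut at about 5.5% in these data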;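 also: 100% = response to 3 µM Δ7-dafachronic acid high control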
PLC-beta3 inh – blocks human PLC-beta3 enzyme activity | Q01970 | Purified PLC-beta3, fluorogenic substrate, fluorescence | inhibition, % at 12.2 µM | 370,000 compounds, 0.18% hits | AID 720704; in the data active = inhibition above about 11%;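 also: 0% = median of compound wells on plate and 100% = full blocker control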
Target sequence (Q01970 whole entry, looked up): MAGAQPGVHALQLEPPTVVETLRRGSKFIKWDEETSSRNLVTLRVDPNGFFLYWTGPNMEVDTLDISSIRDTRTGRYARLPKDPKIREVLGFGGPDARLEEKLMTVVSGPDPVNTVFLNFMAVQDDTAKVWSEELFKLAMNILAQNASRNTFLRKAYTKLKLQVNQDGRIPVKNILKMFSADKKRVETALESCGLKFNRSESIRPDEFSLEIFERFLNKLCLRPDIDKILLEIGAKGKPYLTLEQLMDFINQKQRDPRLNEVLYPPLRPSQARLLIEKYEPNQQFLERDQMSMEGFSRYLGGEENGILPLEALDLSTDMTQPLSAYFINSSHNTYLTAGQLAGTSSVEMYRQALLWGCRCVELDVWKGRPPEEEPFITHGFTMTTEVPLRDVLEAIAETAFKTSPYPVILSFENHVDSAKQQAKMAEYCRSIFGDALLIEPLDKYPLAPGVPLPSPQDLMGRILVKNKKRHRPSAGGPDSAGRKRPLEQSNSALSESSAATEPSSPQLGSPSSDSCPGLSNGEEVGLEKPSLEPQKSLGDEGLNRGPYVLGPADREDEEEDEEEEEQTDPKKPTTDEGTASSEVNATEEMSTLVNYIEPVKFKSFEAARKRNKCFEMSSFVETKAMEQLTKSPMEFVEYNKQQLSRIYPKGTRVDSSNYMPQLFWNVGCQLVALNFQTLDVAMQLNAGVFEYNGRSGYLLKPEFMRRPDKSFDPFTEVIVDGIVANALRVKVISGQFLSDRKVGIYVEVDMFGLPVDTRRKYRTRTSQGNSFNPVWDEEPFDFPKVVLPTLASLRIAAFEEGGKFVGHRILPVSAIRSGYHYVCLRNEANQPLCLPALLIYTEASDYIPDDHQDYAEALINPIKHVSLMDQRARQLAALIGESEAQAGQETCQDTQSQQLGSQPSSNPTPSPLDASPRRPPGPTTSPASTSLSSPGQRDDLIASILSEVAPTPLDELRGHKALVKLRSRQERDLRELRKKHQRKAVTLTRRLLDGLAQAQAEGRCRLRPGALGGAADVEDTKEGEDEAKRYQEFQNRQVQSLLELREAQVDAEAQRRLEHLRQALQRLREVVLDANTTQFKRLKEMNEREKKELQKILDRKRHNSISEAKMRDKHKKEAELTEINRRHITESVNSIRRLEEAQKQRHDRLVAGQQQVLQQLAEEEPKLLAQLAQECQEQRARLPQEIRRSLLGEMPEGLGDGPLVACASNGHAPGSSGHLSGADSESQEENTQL
Active calls of the source: *; i = inactive; nt = not tested or not shown; & = joins results of further samples.

Order of results: DAX1 inh-1, ADAM17 inh, ADAM10 inh, ssDAF-12 act, DAX1 inh-2, PLCg1 inh, HGIII-sPLA2 inh, FXN GAA850 act, hgDAF12 agonist, hcDAF12 agonist, PLC-beta3 inh
COc1cc(S(=O)(=O)NC2CCCCC2)ccc1Cl
→ 1.6, 0, 2, -1.0, -0.1, 1, -5, -1.4, -2.1, -1.4, -3
Cc1cccc(OCC(=O)N2CCc3ccccc3C2)c1C
→ 2.9, 0, 9, -1.3, 0.6, 2, -2, 0.3, 2.5, -0.7, 4
O=C(O)CCCC(=O)OCCCc1cc2ccccc2c(=O)o1
→ nt, -7, -16, 0.6, 1.1, -1, 6, nt, -2.1, 1.6, -2
O=C(NC1CC1)C1CC(=O)N(c2cccc(Cl)c2Cl)C1 (configuration not stated)
→ 0.3, 2, -1, -1.1, 0.5, -1, 9, 0.1, 0.7, -1.4, -8
COc1cc(NCCCCC(C)N)c2nccc(C)c2c1 (configuration not stated)
→ 0.1, 3, -12, -0.2, -0.6, -5, 8, -1.4, -3.5, 2.1, -9
CN(C(=O)CSc1nnc(NC2CCCCC2)s1)C1CCS(=O)(=O)C1 (configuration not stated)
→ 0.0, -2, 2, -0.6, 0.5, 0, 4, -0.1, -1.1, -1.9, 3
CC1(C)CC2CC(C)(CN2C(=O)COC(=O)c2ccc(Cl)c(N)c2)C1 (configuration not stated)
→ 1.9, -4, -13, -1.4, -0.9, -10, -4, 0.9, -2.0, -1.7, -7
CCC(=O)c1c[nH]c(C(=O)NCCCn2ccnc2)c1
→ 1.1, -5, 4, -1.1, 0.7, -2, 5, -1.7, -0.3, 1.4, 1
Cc1cc(C)cc(N(C(C)C(=O)NC2CCCC2)S(C)(=O)=O)c1 (configuration not stated)
→ 1.9, -3, -1, -1.8, -0.5, 0, 1, 1.5, 1.4, -2.2, 4
CCN(CCCNC(=O)CNC(=O)Cn1cnc2ccccc2c1=O)c1cccc(C)c1
→ 1.1, -1, 7, -1.4, -0.2, 4, -13, -0.8, -1.0, -2.5, 2
Cc1cc(Cl)cc(C)c1OCCCCN1CCOCC1
→ -0.7, -1, -4, -1.6, 0.5, 0, -1, 1.8, 1.2, -1.6, -2
O=C(CSc1ncc(-c2ccc(F)cc2)n1Cc1ccco1)Nc1nccs1
→ -1.7, -1, 4, -1.4, -0.8, 2, -7, -0.8, -1.3, -2.9, 2
CCCCN1CC[C@H](C)Oc2cc(Br)ccc2S1(=O)=O
→ nt, 3, 5, -0.6, -0.1, 5, -2, nt, -1.2, 1.2, 1
CCc1cc(-c2nnn(CCC3COCCO3)c2CC)ccc1-c1cn(CCc2c[nH]c3ccccc23)nn1 (configuration not stated)
→ -0.4, 8.6*, -1, -2.5, -4.5, 1, -101, -3.7, -8.3, -5.5, 5
O=C(c1cc2cc([N+](=O)[O-])ccc2s1)N1CCCCC1
→ 0.8, -5, -8, -2.1, 0.8, -1, -2, 4.4, 0.6, 0.1, 3
CC(C)OC(=O)CSc1ncnc2c1cnn2-c1ccccc1
→ -0.8, -3, -3, -1.1, 0.1, -1, 0, 0.1, 1.2, 0.0, -4
CCN(CC)c1ccc(NC(=O)CN2CCN(c3ccc(F)cc3)CC2)cc1
→ 1.1, -5, 1, -1.3, 0.2, -4, 8, -2.6, -0.1, -0.4, -5
CCOc1ccc(C(=O)OCC(=O)Nc2cccc(S(=O)(=O)N3CCCC3)c2)cc1
→ -0.5, 6, 10, -0.1, -0.3, -1, -20, 0.5, -0.9, -2.0, -11
CC(=O)Nc1ccc2c(c1)CCCC2
→ -1.3, -3, -2, -1.4, 0.1, -1, -5, 2.4, -1.6, -1.2, -5
O=C(COC(=O)[C@@H]1CCCN1S(=O)(=O)c1ccccc1F)Nc1ccc(OC(F)F)cc1
→ -0.2, -1, 9, -0.2, 0.1, 1, -8, 2.3, 5.1, -0.7, 0
C[C@@H]1CN([C@H](C)CO)C(=O)c2cc(NC(=O)NC3CCCCC3)ccc2O[C@H]1CN(C)S(C)(=O)=O
→ 2.3, -4, -6, -1.5, -0.1, 0, 3, -0.5, -0.8, -0.4, -3
COc1ccc(C(CC(=O)c2ccc(C)cc2)C(C#N)C#N)cc1OC (configuration not stated)
→ -0.7, -2, -13, -1.4, -1.2, -11, 8, 8.0*, -7.5, -3.9, -25
COC(=O)c1c(C)nn(-c2ccccc2)c1-n1cccc1
→ -1.8, 1, 3, -1.1, 0.3, 3, 3, -0.1, 1.0, -0.9, 9
CCOC(=O)c1cc(-c2ccccc2)sc1NC(=O)COC
→ 0.1, -1, 2, -1.4, 0.0, 1, -1, 2.1, -2.0, -1.9, -9
O=C(C1CCCN(S(=O)(=O)c2cccc3nsnc23)C1)N1CC=C(c2ccccc2)CC1 (configuration not stated)
→ -1.9, -2, 0, -2.1, -2.1, 0, -16, -1.1, -5.1, -2.3, 1
O=c1c2ccccc2nc(/C=C/c2c[nH]c3ccccc23)n1-c1ccc([N+](=O)[O-])cc1
→ 0.3, -3, -5, 0.7, 0.2, -2, 0, 6.4, 2.4, 3.4, 0
COc1ccc(Br)cc1/C=N/NC(=O)c1ccco1
→ 1.9, -6, -19, -1.4, 0.9, -1, -1, 2.7, 10, -0.1, -2
COc1ccc(C)cc1NC(=O)CC(NC(C)=O)c1ccccc1 (configuration not stated)
→ 1.6, -1, -1, -1.1, -0.2, 1, -1, -1.1, 1.6, 0.7, 2
O=[N+]([O-])c1ccc(SCCc2ccncc2)cc1
→ 1.8, -2&-2, 2&-3, -1.5&-1.7, -0.9&-0.8, -4&2, 1&7, 0.6&-1.2, 0.3&0.3, -2.0&-1.8, -9&-8
O=[N+]([O-])c1ccc(/C=N/Nc2nc(N3CCCCC3)nc(N3CCCCC3)n2)o1
→ -1.7, 5, -2, -1.4, 0.2, 3, 1, 0.3, -3.8, -3.1, -3

Reprinted at random: six records from the list, in no set order.
Order of results: DAX1 inh-1, ADAM17 inh, ADAM10 inh, ssDAF-12 act, DAX1 inh-2, PLCg1 inh, HGIII-sPLA2 inh, FXN GAA850 act, hgDAF12 agonist, hcDAF12 agonist, PLC-beta3 inh
O=C(c1cc2cc([N+](=O)[O-])ccc2s1)N1CCCCC1
→ 0.8, -5, -8, -2.1, 0.8, -1, -2, 4.4, 0.6, 0.1, 3
CCOc1ccc(C(=O)OCC(=O)Nc2cccc(S(=O)(=O)N3CCCC3)c2)cc1
→ -0.5, 6, 10, -0.1, -0.3, -1, -20, 0.5, -0.9, -2.0, -11
CCC(=O)c1c[nH]c(C(=O)NCCCn2ccnc2)c1
→ 1.1, -5, 4, -1.1, 0.7, -2, 5, -1.7, -0.3, 1.4, 1
O=[N+]([O-])c1ccc(SCCc2ccncc2)cc1
→ 1.8, -2&-2, 2&-3, -1.5&-1.7, -0.9&-0.8, -4&2, 1&7, 0.6&-1.2, 0.3&0.3, -2.0&-1.8, -9&-8
O=C(NC1CC1)C1CC(=O)N(c2cccc(Cl)c2Cl)C1 (configuration not stated)
→ 0.3, 2, -1, -1.1, 0.5, -1, 9, 0.1, 0.7, -1.4, -8
CCN(CCCNC(=O)CNC(=O)Cn1cnc2ccccc2c1=O)c1cccc(C)c1
→ 1.1, -1, 7, -1.4, -0.2, 4, -13, -0.8, -1.0, -2.5, 2

(more compounds)
Order of results: DAX1 inh-1, ADAM17 inh, ADAM10 inh, ssDAF-12 act, DAX1 inh-2, PLCg1 inh, HGIII-sPLA2 inh, FXN GAA850 act, hgDAF12 agonist, hcDAF12 agonist, PLC-beta3 inh
Cc1ccccc1NC(=O)C(=O)NNC(=O)COc1ccc2ccccc2c1
→ -1.0, 3, 0, -0.7, 0.0, -4, -2, -2.2, -0.4, 0.6, -12
Cc1oc(-c2cccs2)nc1CN1CC[C@@](O)(c2ccccc2)[C@H]2CCCC[C@@H]21
→ 1.2, -1, -8, 0.1, 0.0, -4, -11, -0.8, -2.4, -1.1, -7
CC(=O)Nc1ccc(OC(=O)Cc2ccc(Cl)cc2)cc1
→ -0.2, -2, -3, -1.0, -0.7, 1, -11, 0.3, 0.8, -3.0, -5
COc1ccc(Cl)cc1C(=O)C1CCCN(Cc2cnc(N3CCOCC3)s2)C1 (configuration not stated)
→ -1.0, 1, -1, -1.9, -0.4, -4, -10, 1.2, -3.3, -1.3, -3
CC1CC(Nc2ccccc2)=CC(=O)O1 (configuration not stated)
→ 1.1, -188, -477, -1.7, -0.4, -210, 5, -2.5, 0.0, -1.6, -246
O=C(NC1CCCCC1)C(c1ccccc1F)N(Cc1ccco1)C(=O)c1ccccn1 (configuration not stated)
→ 1.7, 0, -3, -0.9, 0.0, -1, -3, 2.2, -1.1, -1.3, -5
O=C(CSc1nc2nccnc2c(=O)n1Cc1cccs1)Nc1ccccc1
→ 0.2, -2, 0, -0.9, -0.3, 3, -4, -0.9, 0.6, 3.8, -6
O=C(NCC(O)c1ccccc1)c1ccccc1 (configuration not stated)
→ 4.3*, 0, -2, -0.3, 2.5, 3, 6, 1.8, 7.0, 2.2, 1
CCc1noc(C)c1C(=O)NNC(=O)COc1ccccc1C
→ -0.2, -4, -4, -1.6, -0.3, -3, 7, 0.4, -0.7, 0.1, -9
c1ccc(-c2nc3c(ccc4ccccc43)[nH]2)nc1
→ 0.8, -114, -338, 0.8, 1.2, i, 9, 1.3, 12*, 8.9*, i
CSCCC(NC(=O)COc1ccccc1)C(=O)NCCOc1ccc(C)cc1 (configuration not stated)
→ 0.1, 0, 1, -1.5, -1.0, -4, -2, 0.0, -0.5, 0.4, -8
O=C(CCCc1ccccc1)NCc1ccc2c(c1)OCO2
→ 2.2, -2, 0, -1.2, 0.3, -1, -8, -0.4, -0.5, -0.8, -6
CC(=O)Nc1cccc(OCC(=O)NCCC2=CCCCC2)c1
→ -0.1, -3, -4, -1.2, 1.4, 1, 8, 1.3, 0.4, -0.8, -2

An excerpt from above, showing only hcDAF12 agonist, HGIII-sPLA2 inh and FXN GAA850 act.
SMILES,hcDAF12 agonist,HGIII-sPLA2 inh,FXN GAA850 act
CSCCC(NC(=O)COc1ccccc1)C(=O)NCCOc1ccc(C)cc1 (configuration not stated),0.4,-2,0.0
O=C(CCCc1ccccc1)NCc1ccc2c(c1)OCO2,-0.8,-8,-0.4

Assay outcomes deposited in PubChem BioAssay by The Scripps Research Institute Molecular Screening Center.
